# Bioassay records: PubChem BioAssay, Southern Research Specialized Biocontainment Screening Center
# M. tuberculosis HTS: M. tuberculosis growth inhibition, HTS (AID 449762); M. tuberculosis H37Rv growth inhibition, 7H9 media; higher % means a stronger effect; inhibition, % at 25 µM, or IC50 in µM where a hit was titrated; 330,000 compounds, 0.59% hits; in the data active means a potency from the dose series; inconclusive means inhibition above about 70% without an active follow-up result;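 further: bacterial growth assessed after seven days of incubation; strong numbers were not always called active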
# H1N1 NS1A inhibition: NS1A inhibition, H1N1 influenza, cell based functional assay (AID 504329) | 340,000 compounds, 0.3% hits | one-dose inhibition, % at 12.5 µM; IC50 in µM for titrated hits | NS1A functional cell-based assay, percent inhibition; higher % means a stronger effect; in the data active means a potency from the dose series; inconclusive means inhibition above about 27% without an active follow-up result; further: strong numbers were not always called active
# tuberculosis growth: growth inhibition of non-replicating M. tuberculosis (AID 488890) | 320,000 compounds, 0.39% hits | inhibition, % at 25 µM, or IC50 in µM where a hit was titrated | Mycobacterium tuberculosis non-replicating, growth inhibition; higher % means a stronger effect; in the data active means a potency from the dose series; inconclusive means inhibition mostly from about 82% at the one dose, without a potency; inactive means the rest, 99 in 100 with inhibition below about 76%;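 further: plate controls were DMSO cells for no effect and high antibiotic wells for full effect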
# inhibitors of VEEV: inhibitors of VEEV TC-83 cytopathic effect, confirmation, Vero cells (AID 588727) | Vero cells, VEEV TC-83 cytopathic effect inhibition; higher % means a stronger effect | 350,000 compounds, 0.13% hits | inhibition, % at 20 µM, or IC50 in µM where a hit was titrated; in the data active means a potency from the dose series; inconclusive means inhibition mostly from about 14% at the one dose, without a potency; inactive means the rest, 99 in 100 with inhibition below about 12%; further: strong numbers were not always called active
# PhoP GFP inhibition: PhoP regulon inhibitors, Salmonella typhi PhoP promoter GFP reporter, confirmatory (AID 1850). Salmonella Typhi PhoP-promoter GFP reporter, fluorescence, 4 h; higher % means a stronger effect. inhibition, % at 50 µM, or IC50 in µM where a hit was titrated. 310,000 compounds, 0.33% hits; in the data active means a potency from the dose series; inconclusive means inhibition mostly from about 25% at the one dose, without a potency; inactive means the rest, 99 in 100 with inhibition below about 19%;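 further: 0% = induced wells with vehicle and 100% = uninduced wells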
# inhibitors of VEEV 10K pilot screen: recorded beside inhibitors of VEEV, whose call it bears; inhibition, %; measured here: 10K pilot screen inhibition
# Numbers without * were called inactive; i = inactive; ? = inconclusive; / = no result given.
SMILES,M. tuberculosis HTS,H1N1 NS1A inhibition,tuberculosis growth,inhibitors of VEEV,PhoP GFP inhibition,others
COc1cc(OC)cc(OC(=O)c2cccc(S(=O)(=O)N3CCN(C)CC3)c2)c1,3%,12%,12%,0.9%,-1%,
COc1ccc([C@@H]2CC=C(C(=O)O)[C@H](c3ccc(Cl)cc3)N2S(=O)(=O)c2ccccc2C)cc1,3%,0%,6%,1.2%,-6%,
CC(C)(C)c1ccc(C(=O)NCCC(=O)NC2=NCCS2)cc1,-11%,-3%,9%,1.3%,/,
O=C1N[C@@H](Cc2ccccc2)COC(=O)[C@@H](Cc2ccc(F)cc2)CC/C=C/C[C@@H]1CC(=O)N(CCO)Cc1ccccc1,11%,-5%,73%,2.8%,/,
O=C1CN(C(=O)c2ccccc2F)c2ccccc2N1,0%,1%,1%,1.5%,-10%,
Cc1cc(NCc2ccccc2)nc2ccccc12,-3%,-10%,?,3.6%,9%,
Cc1ccc(S(=O)(=O)N2CCN(C(=O)Cc3sc(C)nc3-c3ccc(F)cc3)CC2)c(C)c1,-16%,-8%,16%,7.2%,0%,
Cc1ccc(NC(=O)c2cc(S(=O)(=O)N3CCOCC3)cn2C)cc1Cl,15%,-3%,-2%,5.8%,-2%,
Cc1c(C#N)c(NC(=O)C(C)C)n(Cc2ccccc2)c1C,-1%,3%,4%,i,4%,
COC(=O)c1ccc(Oc2nc(Nc3ccc(C)c(C)c3)nc(N(C)C)n2)cc1,9%,-8%,37%,3.8%,-4%,
O=C(Nc1ccc2nc(-c3cccnc3)[nH]c2c1)C12CC3CC(CC(C3)C1)C2,-5%,8%,24%,i,-1%,
CCCn1[nH]cc(SC)c(=O)c1=O,7%,16%,56%,1.6%,5%,
CN(C)c1cc(-c2ccc(Br)cc2)oc(=O)c1Cl,42%,/,23%,0.5%,-7%,
c1ccc(Nc2nc(-c3ccccn3)cs2)cc1,?,9%,2.7µM*,6.9%,6%,
CCc1cccc(NC(=O)CCCN2C(=O)NC(C)(C)C2=O)c1,-12%,-6%,-1%,7.6%,/,
O=C(c1cc2c(s1)-c1ccccc1OC2)N1CCN(c2ccccn2)CC1,-6%,-2%,10%,7.9%,-2%,
COc1ccc(-n2cc(C(=O)O)c3ccccc3c2=O)cc1,0%,0%,-1%,1.3%,-8%,
O=C(CCS(=O)(=O)c1cccc2nonc12)NCCc1ccccc1,?,2%,71%,0.8%,-3%,
Cc1csc(NC(=O)c2nc(-c3ccccc3)n(-c3ccccc3)n2)n1,3%,-6%,73%,2.1%,14%,
COC(=O)c1ccc(C2c3[nH]c4ccccc4c3C[C@H]3C(=O)N(C4CC4)CC(=O)N23)cc1 (some centres not stated),-4%,2%,24%,7.0%,1%,
CCC(C)(C)n1nnnc1C(c1cc(OC)ccc1OC)N1CCC(C(N)=O)CC1 (configuration not stated),3%,2%,-27%,1.6%,3%,
COc1ccc(NC(=S)NC2CCN(Cc3ccccc3)CC2)cc1OC,0%,3%,11%,0.8%,4%,
O=c1cc(CN2CCOCC2)nc(C2CC2)[nH]1,0%,11%,7%,i,-15%,
CC(=O)Nc1ccc(NC(=O)COC(=O)c2cc(S(=O)(=O)N3CCCC3)ccc2O)cc1,2%,3%,31%,1.6%,/,
CC(=O)Nc1ccc(S(=O)(=O)NCCc2csc(-c3cccnc3)n2)cc1,-7%,-8%,-12%,0.8%,-7%,
CCN1CCC(N2CCN(c3ccc(F)cc3)CC2)CC1,-2%,-3%,3%,i,12%,
COc1ccc(S(=O)(=O)N(C)c2ccc(C(=O)NCc3ccco3)cc2)cc1OC,-1%,-3%,2%,0.2%,1%,
Cc1ccnc(NC(=S)N2CCN(c3cccc(C(F)(F)F)c3)CC2)c1,68%,-11%,?,12%,-2%,
Cc1ccc(S(=O)(=O)N2CCC(C(=O)OCC(=O)N(C)C3CCS(=O)(=O)C3)CC2)cc1C (configuration not stated),4%,5%,-3%,0.3%,-4%,
CCOC(=O)c1ccc(CN2Cc3ccccc3C2=O)cc1,-1%,0%,76%,i,3%,

# Quoted at random: three entries already listed.
SMILES,M. tuberculosis HTS,H1N1 NS1A inhibition,tuberculosis growth,inhibitors of VEEV,PhoP GFP inhibition,others
COC(=O)c1ccc(C2c3[nH]c4ccccc4c3C[C@H]3C(=O)N(C4CC4)CC(=O)N23)cc1 (some centres not stated),-4%,2%,24%,7.0%,1%,
COC(=O)c1ccc(Oc2nc(Nc3ccc(C)c(C)c3)nc(N(C)C)n2)cc1,9%,-8%,37%,3.8%,-4%,
CCC(C)(C)n1nnnc1C(c1cc(OC)ccc1OC)N1CCC(C(N)=O)CC1 (configuration not stated),3%,2%,-27%,1.6%,3%,

# Other structures follow:
SMILES,M. tuberculosis HTS,H1N1 NS1A inhibition,tuberculosis growth,inhibitors of VEEV,PhoP GFP inhibition,others
CCCCn1c(-c2cccc(Br)c2)nc2cc3[nH]c(=O)c(C(C)C)nc3cc21,65%,-1%,24%,6.2%,-1%,
COc1ccccc1N(CC(=O)N1CCCCCC1)S(=O)(=O)c1ccc(C)cc1,2%,8%,22%,1.1%,-6%,
COC(=O)[C@H](CCSC)NC(=O)Nc1ccc(S(N)(=O)=O)cc1,-12%,-3%,2%,0.8%,-10%,
Cc1ccccc1NC(=O)COC(=O)C1(C)CC1(Cl)Cl (configuration not stated),4%,9%,7%,i,-4%,
Cc1ccc(NC(=O)CSc2n[nH]c(-c3ccco3)n2)c(C)c1,-1%,6%,18%,0.6%,1%,
O=c1[nH]c(Cc2cccs2)nc2scc(-c3ccc(Cl)cc3)c12,1%,6%,0%,1.1%,11%,
Cc1cn(Cc2ccccc2)c(=O)[nH]c1=O,-3%,2%,-6%,0.1%,-19%,
Cc1cc(-c2csc(NC(=O)c3ccc(=O)n(C)n3)n2)c(C)n1CC1CCCO1 (configuration not stated),-5%,-4%,-1%,6.5%,4%,
COC(=O)Cc1ccc(NC(=S)NCc2ccc(F)cc2)cc1,-1%,2%,77%,0.7%,-1%,
Cc1ccc(S(=O)(=O)n2cnc(C)c2)cc1,-4%,-32%,-11%,i,1%,
Nc1ccc(Cl)c(-c2nc3ncccc3o2)c1,4%,-2%,1%,1.3%,1%,
CC(=O)c1ccc(NS(=O)(=O)c2cc(-c3cnc(C4CC4)o3)ccc2C)cc1,-6%,1%,-4%,i,-12%,
CC(CC(=O)N1CCN(S(=O)(=O)c2ccc(Cl)cc2)CC1)n1cncn1 (configuration not stated),7%,3%,-5%,1.8%,1%,
CC1(C)OCC(COC(=O)Nc2cccnc2)([N+](=O)[O-])CO1,1%,0%,-38%,0.9%,7%,
O=C(NCc1cccc(Cl)c1)c1ccc2ccccc2n1,6%,-6%,18%,0.1%,2%,
Cc1nn(-c2ccccc2)c(Cl)c1/C=N\NC(=O)c1cncc(Br)c1,1%,3%,9%,1.0%,-27%,
O=C(CSc1nnc(-c2ccco2)n1-c1ccccc1)N1CCN(C(=O)c2ccco2)CC1,-7%,2%,-2%,0.7%,-1%,
COc1cc(/C=N/NC(=O)C(N)=O)cc(OC)c1O,12%,-4%,-6%,1.3%,-19%,
CCOC(=O)Cn1c(=O)cc(C)c2cccc(C)c21,58%,-6%,/,0.7%,-19%,
CN(CC(=O)NCc1ccco1)CC(=O)Nc1ccc(F)c(F)c1F,-2%,-17%,-13%,0.6%,/,
COC(=O)c1[nH]c(C)c(/C(O)=C2\C(=O)C(=O)N(CCN(C)C)C2c2cccs2)c1C (configuration not stated),-4%,-4%,7%,3.8%,1%,
CCOC(=O)Cn1c(=O)c(-c2ccccc2NCc2ccccc2)nc2ccccc21,4%,11%,-3%,i,5%,inhibitors of VEEV 10K pilot screen=0.2
CCC(CO)Oc1cc(NCc2ccccc2O)c2ncn(C(C)C)c2c1 (configuration not stated),-1%,-4%,46%,7.3%,/,
CCc1c(C)nc(N)n2c(SCC(=O)N3CCCC(C)C3)nnc12 (configuration not stated),-8%,2%,5%,i,-5%,
Cc1sc2ncn(CC(=O)N3CCC4(CC3)OCCO4)c(=O)c2c1C,-11%,-21%,-5%,2.6%,-10%,
Cc1ccc(NC(=O)COC(=O)CSC(=S)N2CCOCC2)cc1C,-2%,-10%,23%,0.3%,3%,
CCN1C(=O)c2ccccc2Sc2ccc(C(=O)NCCN3CCOCC3)cc21,-1%,-1%,/,1.2%,-2%,
O=C(Nc1cccs1)Nc1c(F)cc(F)cc1Br,-2%,14%,-9%,0.0%,-2%,
Cn1cccc1/C=C1\SC(=Nc2ccccc2)NC1=O,-3%,-3%,1%,7.5%,14%,
CC(C)CC(N)c1cn([C@@H](CCC(=O)O)C(=O)N2CCNCC2)nn1 (some centres not stated),-9%,-4%,-28%,0.8%,10%,

# Sorted by SMILES length (low to high): part of the list above
SMILES,M. tuberculosis HTS,H1N1 NS1A inhibition,tuberculosis growth,inhibitors of VEEV,PhoP GFP inhibition,others
Cc1ccc(S(=O)(=O)n2cnc(C)c2)cc1,-4%,-32%,-11%,i,1%,
CN(C)c1cc(-c2ccc(Br)cc2)oc(=O)c1Cl,42%,/,23%,0.5%,-7%,
Cc1sc2ncn(CC(=O)N3CCC4(CC3)OCCO4)c(=O)c2c1C,-11%,-21%,-5%,2.6%,-10%,

# Following part:
SMILES,M. tuberculosis HTS,H1N1 NS1A inhibition,tuberculosis growth,inhibitors of VEEV,PhoP GFP inhibition,others
O=C(c1cc(S(=O)(=O)N2CCCCC2)ccc1N1CCOCC1)N1CCN(Cc2ccccc2)CC1,0%,-1%,9%,1.1%,9%,
COc1cccc(C(c2ccccc2)N2C3CCC2CN(S(=O)(=O)c2ccc(F)cc2)CC3)c1 (configuration not stated),2%,-4%,1%,i,11%,
CC1CC(C)CN(CC(C)(C)NS(=O)(=O)c2ccccc2)C1 (configuration not stated),-6%,7%,-12%,i,-6%,
CC(C)(C)NC(=O)C(c1ccc(F)cc1)N(CC1CCCO1)C(=O)CCC(=O)Nc1ccccn1 (configuration not stated),2%,12%,2%,1.2%,10%,
CCOc1ccc(CN(C)C(=O)c2cccnc2OCC)cc1OC,-1%,-5%,-3%,i,2%,
COc1ccccc1Nc1nc(-c2c(C)nc3ncccn23)cs1,/,15%,/,9.4%,/,
N#CC(=C1CCCC1)c1nc(-c2ccccc2)cs1,2%,2%,5%,0.4%,-7%,
Cc1ccc(-n2ncc(C(=O)N3CCc4ccccc4C3)c2NC(=O)c2ccco2)cc1C,3%,-22%,?,3.9%,-1%,
COC(=O)c1ccc(COc2ccc3ccc(=O)oc3c2)o1,9%,24%,-1%,i,8%,
CCOc1ccc(N2CC(C(=O)NCCN3C(=O)S/C(=C\c4ccc(OC)cc4)C3=O)CC2=O)cc1 (configuration not stated),4%,-1%,-6%,0.3%,3%,
O=[N+]([O-])c1ccc(CC(Cl)c2ccccn2)cc1 (configuration not stated),/,10%,/,1.2%,/,
COc1ccc(OCC(=O)Nc2ccc(N3CCN(C(=O)c4ccccc4C)CC3)cc2)cc1,25%,-8%,63%,i,1%,inhibitors of VEEV 10K pilot screen=0.2
CCOC(=O)c1ccc(NC(=S)NC2CC(C)(C)NC(C)(C)C2)cc1,-1%,3%,40%,i,-1%,
COc1ccc(Cl)cc1C(=O)O/N=C(\N)c1ccc(Cl)cc1,3%,-5%,65%,0.9%,5%,
O=C(CN1CCN(CCOCCO)CC1)N1c2ccccc2Sc2ccc(Cl)cc21,5%,4%,26%,0.8%,-11%,
CCc1c(C)nc(SCC(=O)N2CCN(c3ccccc3OC)CC2)[nH]c1=O,-1%,-1%,7%,1.4%,8%,
CCc1cccc(C)c1N(C(=O)Cn1c(=O)[nH]c2ccccc21)C(C)COC (configuration not stated),1%,-6%,15%,7.6%,5%,
O=C(Cc1ccccc1)NCC(=O)Nc1cc(Cl)ccc1Cl,/,-12%,/,0.2%,/,
Cc1[nH]c(C)c(S(=O)(=O)Nc2cccc(Cl)c2C)c1C(=O)N1CCCC1,-5%,5%,/,i,6%,
O=C(NCc1ccco1)c1csc2c1CCCCC2,3%,1%,78%,i,3%,
COC(=O)c1ccsc1NC(=O)CN1CCN(c2ncccn2)CC1,-6%,-16%,8%,i,-6%,
CCCN1CCc2c(sc(NC(=O)CCS(=O)(=O)c3ccccc3)c2C(=O)OC)C1,-3%,-1%,?,?,7%,
O=C(O/N=C1\CCCCC1c1ccc([N+](=O)[O-])cc1[N+](=O)[O-])c1c(F)cccc1F (configuration not stated),6%,7%,14%,i,4%,
Cc1ccc(C(=O)/C=C/c2ccc(Br)cc2)o1,19%,-1%,?,13%,-10%,
Cc1ccc(CSCCNC(=O)c2ccccc2)cc1,1%,-3%,77%,0.2%,-4%,
O=C(CN1CCN(S(=O)(=O)c2ccc(Cl)cc2)CC1)c1ccc(O)c(O)c1,2%,6%,12%,0.6%,-3%,
O=C(COC(=O)CCc1ccc(S(=O)(=O)N2CCOCC2)cc1)NCc1ccccc1,1%,0%,12%,1.1%,-2%,
